From PubChem BioAssay
Chronic BCR inh: chronic active BCR signaling inhibition; AID 493014; hit rate 0.05% among 340,000; Potency, µM (titrated, usually from 46.1 µM), inactives show top-dose ratio change, negative = lower green/red ratio, most hits filed as inhibitors; ABC-DLBCL IkBa-CBG/CBR reporter, luminescence ratio, 4 h; active means well fitted inhibition curve with a large enough effect in the signal ratio, with a control signal flat, not every such curve was filed as active; inconclusive means small, poorly fitted or top-dose-only effect, or effect the other way, or a change in a side signal; the % refers to the signal ratio;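 further: potency means the concentration at half of the fitted maximal effect; plate controls were basal doxycycline-induced cells for no effect and cells given 10 µM MG132 for full effect; MG132 reads +100%, hits lower the ratio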
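TMD8 human ABC-DLBCL cells with doxycycline-inducible IκBα–green luciferase fusion and unfused red luciferase, in 0.5% FBS medium; compounds up to 46 uM, 4 h at 37C. Green/red luminescence ratio, filter-overlap corrected, fitted to concentration-response curves.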
Eya2 phos inh: Eya2 (human) phosphatase inhibition; Potency, µM (series often up to 76.9 µM), without a hit: top-dose activity, negative = inhibition, hits mostly inhibitors; hit rate 0.006% among 330,000; O00167; recombinant Eya2, OMFP fluorescence dephosphorylation (OMFP is methylfluorescein phosphate); further: potency means the concentration at half of the fitted maximal effect; on the % scale 0 is the no-effect control and ±100 the full control effect
Target sequence (O00167 whole entry, looked up): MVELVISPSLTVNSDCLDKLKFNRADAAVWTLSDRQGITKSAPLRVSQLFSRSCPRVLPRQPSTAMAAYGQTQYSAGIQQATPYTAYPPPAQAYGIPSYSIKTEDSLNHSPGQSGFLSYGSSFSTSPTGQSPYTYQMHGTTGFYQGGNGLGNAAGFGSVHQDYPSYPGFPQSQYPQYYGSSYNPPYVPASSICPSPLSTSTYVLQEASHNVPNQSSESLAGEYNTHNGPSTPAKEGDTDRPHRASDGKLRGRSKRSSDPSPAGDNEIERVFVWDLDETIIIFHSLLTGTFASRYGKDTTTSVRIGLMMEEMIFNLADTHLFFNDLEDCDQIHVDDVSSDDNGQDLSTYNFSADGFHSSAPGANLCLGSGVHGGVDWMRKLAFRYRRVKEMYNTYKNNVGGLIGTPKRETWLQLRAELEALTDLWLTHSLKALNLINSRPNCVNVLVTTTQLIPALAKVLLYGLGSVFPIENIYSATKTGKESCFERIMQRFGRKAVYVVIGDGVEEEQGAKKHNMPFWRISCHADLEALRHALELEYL
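Eya2 protein (added as 0.2 uM solution) was preincubated with compound for 10 min at ambient temperature in 50 mM HEPES pH 7.5, 50 mM NaCl, 5 uM MgCl2, 0.05% BSA, 1 mM DTT. OMFP (added at 50 uM) then reacted 10 min; fluorescence read at 485/525 nm.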
TSHR antag: blocks TSH signaling through the human TSH receptor | P16473 | TSHR-expressing cells, TSH-stimulated cAMP HTRF, 2 h; hits give low values | activity change, negative = inhibition, % at 11.5 µM | hit rate 0.2% among 330,000 | AID 504810;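 active means activity change below a set negative limit, meaning inhibition stronger than a set level, cut at about -70% in these data; inconclusive means activity change between two set negative limits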; further: on the % scale 0 is the no-effect control and ±100 the full control effect
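TSHR-expressing cells were treated with compounds, then stimulated with TSH at EC80 (4nM final) for 2 hours at 37 deg C. Cellular cAMP was measured by HTRF competition between lysate cAMP and cAMP-d2 for a cryptate-labelled anti-cAMP antibody.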
Mito fusion yeast: inhibitors of mitochondrial division or activators of mitochondrial fusion. hit rate 0.23% among 320,000. Potency, µM (doses to about 46.1 µM), inactives show at the highest dose growth rescue (activation), usual class: activators. S. cerevisiae fusion-defective mutant growth rescue, CellTiterGlo 48 h;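 further: potency means the concentration at half of the fitted maximal effect; % of control where 0% means no effect; nearly all actives have a fitted effect of over 45% in size; temperature-sensitive fusion mutants such as fzo1-1 at 37 °C on non-fermentable ethanol glycerol medium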
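Read-out: ATP-based luminescence (CellTiterGlo, 10 min ambient) reporting growth of fusion-defective ts yeast after 48 hours at 37C on glycerol/ethanol YPEG medium in the presence of compound.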
MBNL1-CUG inh: inhibitors of human MBNL1 binding to CUG repeat RNA | Q9NR56 | hit rate 0.036% among 280,000 | TR-FRET MBNL1-His/biotin-(CUG)12 binding, 665/545 ratio | Potency, µM (doses to about 57.5 µM), without a hit: top-dose activity change, negative = inhibition, hits mostly inhibitors | AID 2675; active means well fitted inhibition curve with a large enough effect in the signal ratio, with a control signal flat, not every such curve was filed as active; inconclusive means small, poorly fitted or top-dose-only effect, or effect the other way, or a change in a side signal; inactive means no such curve, though single readings can be large or run the other way; the % refers to the signal ratio; further: potency means the concentration at half of the fitted maximal effect; on the % scale 0 is the no-effect control and ±100 the full control effect
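TR-FRET readout: Ex 340 nm, 665/545 nm emission ratio, normalized to buffer-only (basal) and MBNL1-(CUG)12 controls. Complex of MBNL1-His with Biotin-(CUG)12, compounds 92 nM–58 uM, incubated 60 min at room temperature.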
hERG WT inh: blocks the wildtype human KCNH2 potassium channel; U2OS, BacMam KCNH2, thallium flux FluxOr; hits give low values; AID 720551; activity change, % at 1.84 µM; hit rate 0.37% among 340,000; Q12809;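 active means maximum activity change below -70%; inconclusive means maximum activity change between -70% and -50%; inactive means maximum activity change above -50%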; further: on the % scale 0 is the no-effect control and ±100 the full control effect
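U2OS cells were transduced with wild-type KCNH2 virus (2.03 x 10^8 / mL) for 4 h at room temperature, then cultured overnight at 37 C. Thallium flux was read with FluxOr dye. Rate constants were normalized to DMSO controls.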
USP2a inh: USP2a (human) protease inhibition. O75604. USP2 core, Ub-CHOP2 coupled fluorogenic reporter, 485/531. Potency, µM (highest dose often 38.3 µM), for the others: top-dose activity change, negative = inhibition, hits mostly inhibitors. hit rate 0.01% among 330,000;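 further: potency means the concentration at half of the fitted maximal effect; plate controls were DMSO wells for no effect and full inhibition by NEM control for full effect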
Target sequence (O75604 whole entry, looked up): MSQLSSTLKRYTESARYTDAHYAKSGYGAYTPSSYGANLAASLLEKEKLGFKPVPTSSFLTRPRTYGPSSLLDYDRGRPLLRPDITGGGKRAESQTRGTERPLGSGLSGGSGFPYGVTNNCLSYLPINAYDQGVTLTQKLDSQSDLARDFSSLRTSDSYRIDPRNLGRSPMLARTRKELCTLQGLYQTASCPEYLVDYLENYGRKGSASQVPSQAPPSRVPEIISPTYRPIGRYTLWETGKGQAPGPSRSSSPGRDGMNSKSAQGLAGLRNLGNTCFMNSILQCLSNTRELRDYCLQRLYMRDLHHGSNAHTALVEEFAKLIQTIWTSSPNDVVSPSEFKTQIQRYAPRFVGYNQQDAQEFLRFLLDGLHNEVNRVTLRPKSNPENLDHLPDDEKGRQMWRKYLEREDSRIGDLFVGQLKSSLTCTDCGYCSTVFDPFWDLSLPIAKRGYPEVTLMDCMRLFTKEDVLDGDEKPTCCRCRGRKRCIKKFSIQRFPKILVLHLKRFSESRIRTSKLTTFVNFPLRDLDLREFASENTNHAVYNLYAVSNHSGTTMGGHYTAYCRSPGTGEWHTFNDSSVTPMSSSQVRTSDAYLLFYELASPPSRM
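USP2 core (10nM final) preincubated 30min RT with compound in 20mM Tris-HCl pH 8.0, 2mM CaCl2, 2mM beta-mercaptoethanol, 0.05% CHAPS; 25nM Ub-CHOP2 plus 25nM reporter substrate added, fluorescence (Ex485/Em531) read after 60min.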
S-ASM inh: blocks human secretory acid sphingomyelinase; hit rate 0.006% among 340,000; AID 504937; placental ASM, HMU-PC fluorogenic substrate, 60 min; Potency, µM (series often up to 57.5 µM), for the others: top-dose activity change, negative = inhibition, most hits filed as inhibitors; further: potency means the concentration at half of the fitted maximal effect
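Human placenta-derived ASM preincubated with compound 10 min at room temperature, then reacted with 9 uM (final) fluorogenic HMU-PC substrate for 60 min at 37 C. Stop solution raises pH to 10; fluorescence read at Ex 386/Em 447 nm.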
PKM2 activator: PKM2 (human) enzyme activation. P14618. purified PKM2, Kinase-Glo ATP luminescence, activation; response scale: 0% is enzyme alone, no compound. Potency, µM (doses to about 57.5 µM), for the others: at the highest dose activation, hits mostly activators. hit rate 0.34% among 260,000. AID 1631; further: potency means the concentration at half of the fitted maximal effect; on the % scale 0 is the no-effect control and ±100 the full control effect; nearly all actives have a fitted effect of over 55% in size
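Kinase-Glo luminescence reports ATP generated from ADP (0.1 mM) and PEP (0.5 mM) by purified hPK-M2 after 1 h at room temperature, pH 7.2 imidazole buffer; intermediate enzyme activity allows detecting inhibitors and activators.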
Menin-MLL TR inh: menin-MLL binding inhibition, Texas Red mutant peptide; Menin + Texas Red MLL mutant peptide, fluorescence polarization; O00255; Potency, µM (series often up to 61.6 µM), for the others: at the top dose FP activity change, negative = inhibition, most hits filed as inhibitors; hit rate 0.23% among 270,000; active means well fitted inhibition curve with a large enough effect in the polarisation, with a control signal flat, not every such curve was filed as active; inconclusive means small, poorly fitted or top-dose-only effect, or effect the other way, or a change in a side signal; inactive means no such curve, though single readings can be large or run the other way; the % refers to the polarisation; further: potency means the concentration at half of the fitted maximal effect; % of control where 0% means no effect; many of its hits are not listed in these tables
GALK inhibitor: galactokinase (human) inhibition. P51570. Purified GALK, Kinase-Glo residual ATP luminescence. Potency, µM (doses to about 57.5 µM), for the others: top-dose activity change, negative = inhibition, hits mostly inhibitors. hit rate 0.007% among 270,000. AID 1868; further: potency means the concentration at half of the fitted maximal effect; on the % scale 0 is the no-effect control and ±100 the full control effect
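Human GALK (5 nM) with 35 uM ATP and 100 uM galactose in 20 mM HEPES pH 8.0, 5 mM MgCl2, 60 mM NaCl, 1 mM DTT, 0.01% BSA. After 1 h at room temperature, leftover ATP was read by Kinase-Glo Plus luminescence.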
The depositor's hits bear a star; i = inactive; ? = inconclusive; / = no result given; & = joins results of further samples; [ ] = dose if it differs, or a comment. Unless noted, the call rests on the fitted dose curve; in most records, active means well fitted curve in the direction sought with a large enough effect; inconclusive means small, poorly fitted or top-dose-only effect, or another doubt; inactive means no such curve, though single readings can be large; an effect the other way counts as inactive or inconclusive. Only part of the results is shown (hit frequency here may not be typical).

SMILES	Chronic BCR inh	Eya2 phos inh	TSHR antag	Mito fusion yeast	MBNL1-CUG inh	hERG WT inh	USP2a inh	S-ASM inh	PKM2 activator	Menin-MLL TR inh	GALK inhibitor
C=CC[C@H](CC(=O)N(CCO)Cc1ccccc1)C(=O)N[C@@H](COC(=O)[C@H](CC=C)CC(=O)OC(C)(C)C)Cc1c[nH]c2ccccc12	?	-19.6%	-12.3	/	/	6.6	-10.3%	-5.0%	/	/	/
O=C(c1cccs1)C1CCCN(Cc2nc(Cc3ccccc3F)no2)C1 (stereo not drawn)	6.1%	-5.5%	-10.7	1.2%	-8.1%	-7.0	0.8%	6.8%	-0.4%	0.4%	9.4%
CCn1c(-c2ccccc2)c[nH]c1=S	3.3%	5.9%	3.2	-9.0%	-9.5%	2.1	-0.5%	0.1%	-1.2%	-14.3%	-0.1%
Cc1ccc(Cn2nnc3c(=O)[nH]c(C4CCN(S(=O)(=O)c5ccccc5)CC4)nc32)cc1	?	21.0%	-11.5	-13.5%	-12.5%	16.3	1.7%	-16.0%	4.4%	25.1%	-4.2%
COc1ccc2[nH]cc(CCN3C(=O)c4ccc(C(=O)O)cc4C3=O)c2c1	3.0%	4.4%	-5.9	8.6%	?	-5.1	1.0%	9.7%	/	26.0%	-1.9%
CC1(C)CC(=O)C=C(NCC2CCCO2)C1 (stereo not drawn)	3.0%	23.5%	8.1	-1.0%	-1.4%	11.0	1.3%	5.7%	-2.5%	0.1%	6.4%
COc1cccc(/C=N/n2cnc3ccccc32)c1OC	?	-4.8%	-3.6	-0.9%	-0.8%	5.0	-0.5%	-29.7%	-2.7%	-8.9%	0.5%
O=S(=O)(Nc1ccc2cn[nH]c2c1)c1ccc(Cl)cc1	-6.3%	7.3%	1.4	26.1%	-13.8%	-2.2	2.6%	-1.1%	/	30.1%[activator]	0.1%
C/C(CC(=O)Nc1ccc2c(c1)OCCO2)=N\NC(=O)COc1cccc(C)c1	0.8%	-6.8%	-7.6	-0.4%	0.2%	-26.2	1.6%	4.0%	/	-1.2%	11.2%
Cc1cc(C)n(-c2ccc(S(N)(=O)=O)cc2[N+](=O)[O-])n1	-0.6%	-5.8%	9.0	0.4%	14.6%	20.7	-0.9%	-3.9%	-4.1%	-6.6%	7.6%
Cc1ccc(NC(=O)C2C3CC4OC(=O)C2C4C3)cc1Cl (stereo not drawn)	4.9%	1.5%	10.2	-0.6%	-3.4%	8.6	1.0%	3.4%	-6.3%	1.4%	0.0%
ON/C=N/C(=S)Nc1ncc(C(F)(F)F)cc1Cl	?	-2.5%	-3.4	-7.8%	-2.0%	i	-1.3%	-1.9%	17.7%	16.3%	0.8%
O=S(=O)(Nc1ccc(Cl)cn1)c1ccc(F)cc1	6.9%	15.7%	1.8	-0.9%	-7.7%	-1.7	0.9%	-1.6%	5.0%	14.4%	3.4%
Cc1ccccc1Cn1c(C(=O)OC(C)C)cc2c1ccn2C	?	-0.7%	-30.3	0.3%	0.7%	11.4	1.6%	-10.9%	0.9%	-18.9%	0.2%
O=C(O)CCn1c(C(=O)O)cc2sccc21	8.3%	18.2%	10.4	-5.3%	0.4%	-4.7	-0.2%	-2.8%	-6.8%	3.9%	1.4%
CC1CCC2C(=O)N(c3ccc(NC4CCCCC4)c([N+](=O)[O-])c3)C(=O)C2C1 (stereo not drawn)	7.2%	-10.6%	-11.3	22.1%	?	9.9	-4.3%	-8.7%	-1.3%	0.4%	1.4%
CC(Oc1ccc(Cl)cc1)C(=O)Nc1ccc(S(=O)(=O)Nc2nccs2)cc1 (stereo not drawn)	?	1.4%	-7.3	5.9%	2.9%	-2.0	3.2%	-3.3%	8.1%	?	-3.6%
CC(CCc1ccccc1)NC(=O)c1ccc(Cl)nc1 (stereo not drawn)	-0.9%	16.2%	5.3	1.5%	-0.1%	-6.8	4.3%	1.5%	3.3%	-13.2%	-0.3%
COc1ccc2c(c1)O[C@H](c1ccc3c(c1)OCO3)[C@@H](OC(=O)N[C@H](C)C1CCCCC1)C2=O	?	1.4%	-11.9	18.8%	-9.7%	/	3.1%	/	0.0%	-17.7%&6.4%	/
O=C1C2C3C=CC(C3)C2C(=O)N1CNc1ccccn1 (stereo not drawn)	5.8%	2.8%	1.7	2.7%	-2.3%	-5.9	0.1%	1.0%	5.8%	/	-2.2%
O=C(Nc1ccc(F)cc1)c1cc(S(=O)(=O)Nc2ccc(F)cc2)cs1	4.4%	0.4%	-26.3	1.6%	-7.5%	-21.2	0.4%	-14.0%	0.9%	?	2.4%
O=Cc1ccc(Oc2nc(Cl)ncc2F)cc1	3.1%	4.8%	41.0	-1.2%	-2.1%	-0.1	-0.1%	0.6%	-3.6%	0.8%	-1.1%
Cc1ccc2c(c1)[nH]c1c(=O)n(Cc3ccco3)cnc12	16.3%	3.5%	-3.2	0.5%	-11.3%	-3.4	1.4%	0.2%	0.5%	/	/
Cc1nn(-c2ccccc2)c(Oc2ccccc2)c1C=O	0.2%	2.5%	-3.7	26.6%	4.6%	/	1.1%	-4.2%	-4.7%	-15.0%	0.2%
O=C(O)CC12CSc3[nH]c(=O)sc3C1c1ccccc1OC2=O (stereo not drawn)	?	3.6%	9.4	-0.7%	0.4%	/	1.4%	/	-0.4%	2.4%	2.3%
O=C(Nc1cccnc1)c1ccc(-c2cc(Cl)ccc2Cl)o1	?	-2.1%	5.5	1.6%	16.6%	3.5	1.8%	-8.8%	-1.7%	10.3%	-1.4%
O=C(Nc1ccccc1)C(=O)Nc1cccnc1	?	-5.1%	1.2	0.9%	/	-7.7	-1.9%	2.9%	-32.7%	/	7.0%
C(=C\c1ccccc1)/CN1CCN(Cc2nc(Cc3ccccc3)no2)CC1	2.4%	-6.9%	-19.7	-11.9%	2.0%	/	3.3%	4.1%	8.3%	?	-0.1%
Cc1ccc2[nH]c3c(c2c1)CN(C(=O)CN1CCN(c2ccccc2)CC1)CC3	-0.7%	-1.3%	12.7	-1.5%	6.7%	/	4.5%	/	3.5%	-2.5%	-5.0%
CN1CCC(NC(=O)c2ccncc2)CC1	-1.0%	-5.8%	3.9	-13.9%	-1.0%	7.9	2.1%	4.2%	3.1%	8.9%	3.0%
Cc1nn(CCC(=O)NCCc2ccccc2Cl)c(=O)c2nn(-c3ccccc3)c(C)c12	-2.5%	3.2%	-7.4	-1.2%	4.0%	0.6	2.1%	-1.1%	/	/	-2.7%
COc1ccc(CCN(Cc2ccc(C(C)C)cc2)S(=O)(=O)c2ccc(S(=O)(=O)N(C)C)cc2)cc1OC	-1.0%	4.0%	9.2	-1.2%	/	-14.5	4.2%	6.8%	0.3%	28.6%	2.9%
C=CCN1C(=O)c2ccc(C(=O)N(C)CC(=O)Nc3ccccc3C(F)(F)F)cc2C1=O	0.4%	12.1%	5.8	-5.7%	?	-6.9	-1.0%	-0.3%	0.2%	/	0.7%
O=C(CN(C(=O)CNS(=O)(=O)c1ccccc1)c1ccc2c(c1)OCCO2)NC1CCCCC1	0.6%	-4.8%	15.6	-1.2%	-0.2%	-2.9	-5.2%	-2.4%	-11.2%	-3.4%	1.3%
Cc1cccc(Cl)c1OCCCn1ccnc1	?	-0.6%	-2.0	-14.7%	2.9%	-4.0	-1.9%	-5.6%	-5.2%[11.5 µM]	-0.2%	-7.4%
Nn1c(N2CCCCC2)nc2ccccc21	-5.1%	11.0%	-2.5	-1.1%	-13.4%	-12.7	2.2%	0.5%	7.9%	7.1%	1.5%
CCCc1nnc(SCC(=O)N2C(C)CCCC2C)n1CC1CCCO1 (stereo not drawn)	/	/	/	2.6%	-7.7%	0.8	/	4.6%	-0.2%	-9.4%	-1.1%
CCOC(=O)CC(NS(=O)(=O)Cc1ccccc1)c1ccc(C)cc1 (stereo not drawn)	?	-2.6%	0.6	1.9%	/	-2.3	1.2%	3.1%	4.3%	8.3%	0.3%
Cc1csc(NC(=O)CSc2ccc3nnc(-c4ccncc4)n3n2)n1	-1.0%	-1.0%	10.2	2.7%	10.2%	0.9	2.0%	0.2%	2.4%	14.6%	-3.0%
